FadD28 FP inh – blocks FadD28 binding to the bisubstrate probe; inhibition, % at 12.5 µM; 0.22% of 360,000 active; fluorescence polarization; in the data active means inhibition above about 8.5%, passing the limit was not always enough; inconclusive means no clear call, values can overlap the other calls
PrPC surface inh – cell surface PrPC inhibition, primary TR-FRET screen; inhibition, % at 13.8 µM; 0.43% of 370,000 active; TR-FRET read-out; AID 720596; P04156; in the data active means inhibition above about 24%; further: 0% = median of the test wells and 100% = reference compound wells
Y pestis TopoI – inhibitors of Yersinia pestis topoisomerase I; Y. pestis Topo-I cleavage product accumulation, plate reader; activity, % at 10 µM; 0.064% of 360,000 active; in the data active means activity above about 50%, passing the limit was not always enough; inconclusive means no clear call, values can overlap the other calls; further: inactives centre near 2
BoNT-F LC inh – blocks Botulinum neurotoxin F light chain protease; inhibition, % at 10 µM; Multiplex microsphere protease cleavage assay, flow cytometry; 0.22% of 360,000 active; in the data active means inhibition above about 35%, passing the limit was not always enough; inconclusive means no clear call, values can overlap the other calls; further: plate controls were buffer without enzyme for full effect and enzyme alone for no effect
BoNT-A LC inh2 – inhibitors of Botulinum neurotoxin A light chain protease | multiplex microsphere protease substrate cleavage, flow cytometry | AID 588499 | inhibition, % at 10 µM | 0.17% of 360,000 active; further: plate controls were buffer without enzyme for full effect and enzyme alone for no effect
TcdB inh – inhibitors of Clostridioides difficile toxin B glycohydrolase | AID 652162 | inhibition, % at 9.99 µM | 0.24% of 350,000 active | TcdB glycohydrolase enzymatic assay, plate reader; in the data active means inhibition above about 10%
CCHFV vOTU inh – blocks the CCHF virus ovarian tumor domain protease | 0.55% of 370,000 active | CCHFV vOTU protease, Pep-AMC fluorescence | inhibition, % at 11.5 µM; in the data active means inhibition above about 30%; further: 0% = vehicle wells with enzyme and 100% = no enzyme wells
PfHsp40 rescue – restores yeast growth despite PfHsp40 toxicity | S. cerevisiae expressing PfHsp40, growth rescue, ATP luminescence | growth rescue, % at 12.5 µM | 0.68% of 340,000 active | AID 504582; in the data active means growth rescue above about 28%, passing the limit was not always enough; inconclusive means no clear call, values can overlap the other calls;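 further: yeast W303a lacking pdr1 and pdr3 grown in galactose medium; growth measured after three days at 30 °C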
Anthrax LF prot – blocks Bacillus anthracis lethal factor protease; multiplex microsphere protease cleavage assay, LF; 0.12% of 360,000 active; inhibition, % at 10 µM; AID 588501; further: plate controls were buffer without enzyme for full effect and enzyme alone for no effect
* hit, by the source's call; ? = inconclusive; . = not tested or not shown; & = joins results of further samples. Unless noted, no stated cut-off is given here; in the data, active means inhibition above about 30%; inconclusive means no clear call, values can overlap the other calls; inactive means below that.

SMILES	FadD28 FP inh	PrPC surface inh	Y pestis TopoI	BoNT-F LC inh	BoNT-A LC inh2	TcdB inh	CCHFV vOTU inh	PfHsp40 rescue	Anthrax LF prot
C=CCNC(=O)c1sc(-c2ccccc2)nc1C	-2.0	3	4	-17	-2.2	0.0	-5	-1.9	-4
CCSc1nc(-c2ccccc2)c2cc(Cl)ccc2n1	-1.8	-3	4	2	4.1	0.4	-1	0.8	2
COc1ccc(CCNC(=O)c2cccc(S(=O)(=O)N3CCCCC3)c2)cc1	0.2	6	24	3	0.1	1.3	10	0.2	1
Cc1ccc2cc3c(NC(=O)C(C)C)nn(C)c3nc2c1	0.5	-13	-3	-10	0.0	.	20	2.5	-2
C[C@@H]1COC(=O)[C@@H](CC(=O)OC(C)(C)C)C/C=C\C[C@@H](CC(=O)N[C@H](CO)Cc2ccccc2)C(=O)N1	-3.1	-3	5	-3	-1.2	1.1	1	-0.5	6
COc1cccc(C(=O)Nc2nnc(C(C)C)s2)c1	0.6	2	10	2	-0.1	.	1	-0.1	-2
Cc1ccc(C(=O)Nc2c(C)n(C)n(-c3ccccc3)c2=O)cc1S(=O)(=O)N1CCOCC1	-0.6	-3	2	4	0.7	.	11	-0.9	0
N#Cc1ccccc1NC(=O)CN1C(=O)NC2(CCCC2)C1=O	0.8	-5	-5	-10	-1.7	0.1	-9	-0.8	-1
C=C1CCN([C@H](C(=O)NCc2ccco2)C(C)C)S(=O)(=O)c2ccccc21	-0.6	3	-2	7	-0.3	0.1	-3	-1.5	-2
COc1ccc(C(=O)COC(=O)CN2CC(=O)Oc3ccccc32)cc1Br	-3.2	-2	-8	2	0.3	.	-8	0.2	3
Cc1ccc(OCc2ccc(C(=O)O)o2)cc1C	-1.1	5	1	1	-1.3	-0.4	-2	-0.6	-10
O=C(N/N=C/c1ccc(N2CCOCC2)o1)c1ccccc1[N+](=O)[O-]	0.2	-3	-11	-2	0.1	.	-2	-0.1	0
Cc1ccc(N(C(=O)c2csnn2)C(C(=O)NC2CCCCC2)c2ccncc2)c(C)c1 (stereo not given)	1.8	3	-1	24	-1.5	-0.3	-4	-1.4	-9
CCOP(=O)(OCC)C(NC(=O)CN1C(=O)c2ccccc2S1(=O)=O)C(Cl)(Cl)Cl (stereo not given)	0.4	-2	6	-3	-0.9	1.0	-14	-0.4	-2
Cc1ccc(OCc2nnc(SCC(=O)N3CCc4ccccc43)n2C)cc1	-1.7	2	2	-8	0.0	.	9	3.4	0
CCn1cc(C(=O)N2CCN(c3ccccn3)CC2)c(=O)c2cc(S(=O)(=O)N3CCC(C)CC3)ccc21	-3.8	0	10	2	0.0	1.1	-9	1.3	3
Cc1ccc(C(=O)c2c[nH]c3c(F)cc(F)cc3c2=O)cc1	-0.3	8	-5	0	-0.1	.	-4	-0.9	-2
Cc1cc([N+](=O)[O-])nn1CC(=O)Nc1ccc(Cc2ccncc2)cc1	-2.3	-1	-9	-7	-0.7	0.1	-11	0.7	0
Cc1cccc(OCC(=O)NCCNC(=O)c2ccncc2)c1	0.0	1	2	-2	0.4	-0.7	11	0.3	-1
CC(C)=CCC/C(C)=C/CNC(=O)C[C@H]1C[C@H](C(=O)N(C(C)C)C(C)C)[C@@]2(C)c3[nH]c4cc(CCC(=O)N(C)C)ccc4c3CCN2C1=O	0.9	13	6	2	-0.8	0.3	12	-0.6	-6
CCOc1cc(C2C(C(=O)c3ccco3)=C(O)C(=O)N2Cc2ccccc2)ccc1O (stereo not given)	-3.6	5	2	-10	-1.4	-0.9	10	-1.6	2
COc1ccc(OCCCC(=O)OCC(=O)Nc2sccc2C(N)=O)cc1	-0.2	9	-11	3	-2.2	1.2	-8	-1.4	4
O=C(N/C=C/c1ccco1)Nc1cccc(Cl)c1	-1.3	-1	-7	.	.	2.5	-5	.	.
CCCCCCn1nc(C(=O)OCC(=O)c2c(N)n(C)c(=O)n(C)c2=O)c2ccccc2c1=O	-3.1	0	-2	-3	-0.2	.	10	-1.4	1
Cc1nn(Cc2noc(C(=O)NCc3ccccn3)n2)c(C)c1Br	1.1	2	5	0	0.8	1.0	-5	-0.2	-1

3 compounds from above, arranged by number of heavy atoms, lowest first.
SMILES	FadD28 FP inh	PrPC surface inh	Y pestis TopoI	BoNT-F LC inh	BoNT-A LC inh2	TcdB inh	CCHFV vOTU inh	PfHsp40 rescue	Anthrax LF prot
Cc1ccc(OCc2ccc(C(=O)O)o2)cc1C	-1.1	5	1	1	-1.3	-0.4	-2	-0.6	-10
Cc1ccc(N(C(=O)c2csnn2)C(C(=O)NC2CCCCC2)c2ccncc2)c(C)c1 (stereo not given)	1.8	3	-1	24	-1.5	-0.3	-4	-1.4	-9
C[C@@H]1COC(=O)[C@@H](CC(=O)OC(C)(C)C)C/C=C\C[C@@H](CC(=O)N[C@H](CO)Cc2ccccc2)C(=O)N1	-3.1	-3	5	-3	-1.2	1.1	1	-0.5	6

(next part)
SMILES	FadD28 FP inh	PrPC surface inh	Y pestis TopoI	BoNT-F LC inh	BoNT-A LC inh2	TcdB inh	CCHFV vOTU inh	PfHsp40 rescue	Anthrax LF prot
CC(O)c1cccc(NC(=O)C2CCCCC2)c1 (stereo not given)	-1.7	4	-17	1	0.8	-0.5	-7	-0.7	2
CC(C)=CCC[C@H](C)C[C@@H]1CC2=C(C(=O)OC(C)(C)O2)[C@H](c2ccc(Cl)cc2)O1	-4.0	-3	.	-2	0.4	2.7	5	.	0
S=C(NCCCc1ccccc1)NCc1ccccc1	-3.4	-1	-4	-2	-1.0	1.7	-4	1.2	1
CCOC(=O)C1C(c2ccccc2)N(C)OC1(O)C(F)(F)F (stereo not given)	-3.6	2	3	0	-0.7	-1.1	-10	-0.4	-6
CC1CCN(S(=O)(=O)c2ccc3c(c2)N(CC(=O)NCCCN2CCCCC2C)C(=O)CS3)CC1 (stereo not given)	-3.8	-9	-1	10	-0.3	-1.0	-9	0.0	4
CN(C(=O)c1ccccc1)c1nc2ccccc2s1	-4.0	-1	5	-8	0.0	.	11	1.8	0
CCCCC[C@@H](C)N1C[C@H](COCc2ccccc2)Oc2cc(N3CC[C@@H](O)C3)ccc2S1(=O)=O	.	10	.	1	0.0	0.6	41*	.	-8
CCOC(=O)c1nc(C)sc1-c1ccnn1S(=O)(=O)c1ccccc1C(F)(F)F	-0.3	-4	7	0	-0.6	2.2	11	-0.2	-14
C=CCN1CC[C@]23c4c5ccc(O)c4O[C@H]2C(=O)CC[C@@]3(O)[C@H]1C5	-1.5&-1.8	-2&-3	-14&0	-9&-10	0.1&-1.3	0.6&-1.9	0&4	-1.0&-1.5	1&-1
COc1cccc(NC(=S)NNC(=O)c2ccccc2OC(F)F)c1	-0.4	15	-6	-3	0.1	.	4	1.3	-2
Cc1cccc(-n2cnc(C(=O)NNC(=S)Nc3ccccc3)c2)n1	-2.7	-14	-7	-4	-2.2	0.5	0	20	-5
COC(=O)CCCC1=CC2=C(c3ccccc3)C(=O)C(C)(OC(=O)C3CCCC3)C(=O)C2=CN1CCc1c[nH]c2ccccc12 (stereo not given)	-2.6	-5	18	-11	0.3	0.1	16	-0.8	-9
COc1ccc(C2C(C#N)=C(N)Oc3cc(C)[nH]c(=O)c32)cc1OC (stereo not given)	-3.9	-6	3	3	-0.3	0.6	10	0.3	-3
CC/C(=N/Nc1ccc(Cl)cc1)c1cnnc(SC)n1	-2.8	5	39	-5	0.5	.	1	-1.2	0
Cc1nc(C(F)(F)F)ccc1C(=O)Nc1ccccc1F	-0.1	-6	-2	2	-0.3	0.3	-1	-0.4	2
O=C(NCCCn1ccnc1)/C(=C/c1ccco1)NC(=O)c1cccs1	0.3	-7	9	-4	-1.4	-0.1	-11	-0.8	-4
S=c1[nH]nc(-c2cc(-c3ccccc3)n[nH]2)n1/N=C/c1ccc(Cl)cc1	-3.5	-3	18	13	-0.4	-0.4	5	-0.7	9
CCn1cnc2cc(NCc3nc4ccccc4n3Cc3ccccc3)ccc21	-2.4	-1	-3	-22	0.5	.	4	-0.4	2
CC(=O)N1CCN(c2ccc(NC(=O)c3ccc(Cl)c([N+](=O)[O-])c3)cc2)CC1	-1.6	-28	-3	19	-1.6	0.1	9	0.0	1
CC(=O)C1C(C)CC2C3CCC4CC(=O)CCC4(C)C3CCC21C (stereo not given)	-0.2	5	-1	1	0.1	-0.2	-2	0.7	-5
COc1ccccc1C(=O)NC(=O)COC(=O)c1nc2nc(C)cc(C)n2n1	1.6	5	2	7	-2.5	0.4	2	0.1	4
O=S1(=O)N[C@@H](Cc2ccccc2)COc2cc(N3CCC[C@@H]3CO)ccc21	.	5	.	10	0.1	1.9	1	.	-3
COc1cccc(CNC(=O)COC(=O)c2ccc(C(=O)c3ccccc3)cc2)c1	-2.2	11	19	6	0.9	0.7	-2	3.8	2
CCC(C)(C)NC(=O)C(c1ccc(OC)cc1)N(C(=O)CCC(=O)Nc1cc(C)on1)c1cccc(F)c1 (stereo not given)	-2.7	7	1	2	-1.9	0.3	0	0.5	10
Cc1ccc(-c2nc3c(c(=O)[nH]c(=O)n3Cc3ccccc3)n2Cc2ccccc2)o1	-4.2	3	1	-5	0.6	1.2	-8	-1.4	-2
(further entries)
SMILES	FadD28 FP inh	PrPC surface inh	Y pestis TopoI	BoNT-F LC inh	BoNT-A LC inh2	TcdB inh	CCHFV vOTU inh	PfHsp40 rescue	Anthrax LF prot
Cc1ccc(OCC(=O)NN2C(=O)c3ccccc3C2=O)cc1	-1.3	3	8	-10	-0.4	1.7	-8	0.6	-4
CCOC(=O)c1cc(-c2ccccc2)n(CC(=O)Nc2ccc(OC)cc2)c1C	-4.2	4	22	-3	-0.6	.	2	10	-2
CCOC(=O)Cn1c(=N)n(CCOc2cccc(C)c2)c2ccccc21	1.2	0	7	5	-1.1	.	14	-0.4	-6
O=C(c1cn(-c2ccccc2)nc1-c1ccncc1)N1CCCCC1	-3.8	1	9	-1	-0.3	.	-3	1.1	-3
CC(C)C1C(c2ccccc2)NC(c2ccccc2)CC1(O)c1ccc(F)cc1 (stereo not given)	-7.3	7	3	?	-1.0	1.8	2	-1.1	-9
CCOC(=O)c1sc(C)c(C(=O)NCCCN2CCOCC2)c1N	-1.8	11	0	10	0.7	.	6	-0.4	2
CC(C)(C)c1ccc(C(=O)Nc2ccc(O)c3c(=O)cc(-c4ccccc4Cl)oc23)cc1	-1.3	0	-12	-1	0.2	.	-2	-0.6	-3
CC1Cc2ccccc2N1C(=O)CSc1nc(-c2ccccc2)cs1 (stereo not given)	-2.8	5	36	-1	-0.4	-2.0	-6	2.2	-4
CCOc1ccc(-c2nnc(N)o2)cc1	-0.8	8	5	-12	-1.5	.	6	-0.1	-5
COc1ccc(O)c(C(=O)c2cnc3c(c2)c(C)nn3CCO)c1	-1.3	-5	4	-2	-1.0	-0.1	3	-1.7	-3
CCOc1ccc(NC(=O)C(=O)NCC2CCCN2CC)cc1 (stereo not given)	0.3	-2	7	-5	-0.4	.	-13	-1.4	-7
CC(=O)N(c1nnc(-c2ccc(C)cc2)s1)C1CCCC1	-1.2	-5	1	5	-0.8	0.7	4	0.4	-1
CCOC(=O)c1c(NC(=O)C2CC=CCC2C(=O)O)sc(C)c1CC (stereo not given)	-4.5	5	-4	-1	0.5	-3.0	-24	2.1	4
CCn1c(=O)oc2cc(NC(=O)CCl)ccc21	-1.3	3	2	-7	-1.7	1.1	8	0.4	-4
CCC(=O)N1CCCC1(C)C(=O)Nc1ccc2scnc2c1 (stereo not given)	-1.8	7	3	3	-0.3	-1.7	18	.	-2
O=C(CCN1CCCCO1)N1CCCC(N2CCN(c3ccc(F)cc3)CC2)C1 (stereo not given)	-1.9	-1	7	-3	1.8	0.1	-2	-1.0	-3
CCC/C(=N\NC(=O)c1ccccc1C)c1ccccc1	-2.6	2	3	-1	-0.1	0.7	10	-0.1	0
Cc1cc2c(SCC(=O)Nc3cccc(O)c3)ncnc2s1	19*	2	-5	-11	0.0	-1.0	0	1.1	-6
CCOC(=O)N1CCN(C(=O)c2c[nH]c3ccc(S(=O)(=O)N(C)c4cccc(C)c4)cc3c2=O)CC1	-4.7	1	25	-13	-2.8	0.4	3	7.7	-1
CN(C)C=Nc1nonc1N	0.3	0	1	1	-0.2	.	6	-1.0	-1
O=C(Nc1ccc(F)cc1)c1cccc2c1C(=O)N(Cc1ccccn1)C2	-1.2	0	5	0	0.8	.	2	-0.5	2

Screening data deposited in PubChem BioAssay by several laboratories.
